High-throughput results from PubChem BioAssay.
KDM5B inhibitor: blocks human KDM5B histone demethylase activity; 2.6% of 220,000 active; AID 1347165; KDM5B demethylase, FDH-coupled NADH fluorescence (FDH is formaldehyde dehydrogenase); Potency, µM (series often up to 57.7 µM), for the others: top-dose activity change, negative = inhibition, most hits filed as inhibitors; Q9UGL1; active = well fitted inhibition curve with a large enough effect; inconclusive = small, poorly fitted or top-dose-only effect; inactive = no such curve, though single readings can be large or run the other way; also: 0% is about no effect; nearly all actives have a fitted effect of over 70% in size
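Inhibition is measured as reduced NADH fluorescence generation from FDH coupling to formaldehyde release. Truncated KDM5BΔAP at 200 nM final acts on H3K4me3 peptide (12.5 µM in substrate mix) in pH 7.5 HEPES buffer with Tween-20, 30 min, room temperature.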
Numbers without * were called inactive; ? = inconclusive; & = joins results of further samples; [ ] = dose if it differs, or a comment. Potency is read from the fitted curve at half-maximal effect.

SMILES	KDM5B inhibitor
CCc1noc(-c2cn(C3CCN(C(=O)c4ccccc4)CC3)nn2)n1	0%
O=C(CN1C(=O)C(c2ccccc2)=NC12CCCC2)NCCC1=CCCCC1	-2%
Cc1nn2c(C(F)F)cc(-c3ccccc3)nc2c1Br	11%
COc1cccc(OCCCOc2ccc(Cl)cc2/C=N/NC(N)=O)c1	-7%
CCNC(=O)N1CCc2cc(OC)c(OC)cc2C1CNC(=O)c1ccc(C)cc1 (stereo not drawn)	3%
CN(C)CCNC(=O)c1ccc2nc(CCc3ccccc3)oc2c1	-21%
CCNc1ncc(C(=O)NC2CC(c3nnc(CO)n3CC)C2)cn1 (stereo not drawn)	25µM*
Cc1ccc(CNC(=O)c2ccc3c(c2)CN(Cc2ccncc2F)CCO3)cc1	-7%
O=C(CSc1nccn1Cc1ccccc1)Nc1ccc2c(c1)OCCO2	-6%
CC(=O)N1CCN(C(=O)CCc2nc3ccc(F)cc3[nH]2)CC(O)C1 (stereo not drawn)	-9%
C=CCS(=O)(=O)N1CCCC1C(=O)Nc1ccccc1-c1ccc(OC)cc1 (stereo not drawn)	9%
COc1ccc(-c2nc(C)c(CCNC(=O)c3ccco3)s2)cc1	?
NC(=O)c1ccc(CC2CCN(S(=O)(=O)c3ccc4c(c3)CCC4)CC2)cc1	-13%
CN1CCCC2(C1)CN(Cc1cccnc1)c1ccc(C(=O)NCC3CCCCC3)cc12 (stereo not drawn)	14%[86.2 µM]
COc1ccc(Cl)cc1-n1nnc(-c2nc(-c3cc(OC)c(OC)c(OC)c3)no2)c1C	1%
COC(=O)c1cccc(OS(=O)(=O)c2ccc3oc(=O)ccc3c2)c1	25%
CC(C)c1ccc(NC(=O)c2cc(S(=O)(=O)N(C)C3CCCCC3)ccc2F)cc1	-2%
CCN1C(=O)c2cccc3c(S(=O)(=O)NC(Cc4ccccc4)C(=O)O)ccc1c23 (stereo not drawn)	?
Clc1cc(CSc2nnnn2-c2ccccc2)cc2c1OCCCO2	4%
Cc1cc(N)nc(SC(C)C(=O)c2ccc(F)cc2)n1 (stereo not drawn)	-14%
COc1ccc(Oc2coc3cc(OC(=O)c4ccc(F)cc4)ccc3c2=O)cc1	-8%
CC(=O)Nc1ccc(NC(=O)CSc2nnc3c4cc(Br)ccc4n(C)c3n2)cc1	-19%
CCOC(=O)c1cnc(SCC(=O)Nc2ccc(Br)cc2C)nc1N	-28%
O=C1[C@@H]2C[C@@H](O)CN2C2(CN(Cc3ccccn3)C2)C(=O)N1Cc1ccccc1F	?
Cc1ccc(Cl)cc1NC(=O)Nc1cc2c(cc1Oc1ccccc1)n(C)c(=O)n2C	1%
Cc1ccc(OCC(=O)Nc2ccc3nn(-c4ccc(Cl)cc4)nc3c2)cc1	14%
O=C(CSCc1ccccc1Cl)NCc1ccc(Cl)c(Cl)c1	-5%
COC(=O)[C@]12C[C@H](CC(=O)NCc3cccs3)C(=O)N(Cc3ccc(Cl)cc3Cl)C1=C[C@H](COCc1ccccc1)O[C@@H]2C	4%
N#C/C(=C/c1ccccc1OCc1ccccc1C#N)c1ccc(Cl)cc1	3%
COc1cc(C2CC(=O)Nc3c(-c4ccccc4)nsc32)cc2c1OCO2 (stereo not drawn)	16%
CNC(=S)NNC(=O)c1ccc(C)s1	18%
CCOc1cccc(-c2nnc(SCC(=O)NC3CC3)n2C)c1	9%
O=C(Nc1ccc2c(c1)CCCN2C(=O)c1cccs1)c1ccccc1C(F)(F)F	-23%
CC(=O)c1ccc(NC(=O)Cn2c(=O)cc(C)c3c(C)nn(-c4cccc(F)c4)c32)cc1	0%
CCc1c(C)sc(NC(=O)c2ccc(C(C)(C)C)cc2)c1C#N	-26%
COc1ccc2c(c1)c1c(c(=O)n(-c3cc(Cl)ccc3C)c(=O)n1CC(=O)N1CCCC1)n2C	?
CCCc1nnc2sc(-c3c[nH]c4ccccc34)nn12	16%
COc1ccc(C(=O)NCC2Cn3cccc3C(=O)N2Cc2ccccc2)cc1OC (stereo not drawn)	28%
CN(C)C(=O)c1cccnc1OC1CCN(C(=O)c2cccc(Cl)c2)C1 (stereo not drawn)	9%
CCOc1cc(CNC(=O)c2ccc(C)c(NC(=O)c3nsc4ccccc34)c2)ccc1OC	?
CC(C)COc1ccc(C(=O)Nc2cc3nn(-c4ccccc4)nc3cc2Cl)cc1	-14%
Cc1c(O)nc2ccccn2c1=O	19%
O=C(NCc1csc2ccc(Cl)cc12)C1CC2(CCNCC2)CN1 (stereo not drawn)	-23%
CCn1ncnc1C1CC(=O)Nc2cc(OC)c(NS(C)(=O)=O)cc21 (stereo not drawn)	-21%
COc1ccc(-c2nc(CSCC(=O)NCCCN3CCOCC3)c(C)o2)cc1OC	?
Cc1coc2c(C)c3oc(=O)c(CCC(=O)NCCc4ccc(Cl)cc4)c(C)c3cc12	-15%
CC(=O)c1ccccc1OCc1ccccc1	-1%
COc1ccc(-n2nc3cc(C)c(NC(=O)Cc4ccc(Cl)cc4)cc3n2)cc1	-12%
O=CNC12CCC3CC(CC(C3)C1)C2	17%
O=C(O)Cc1ccc2nc[nH]c2c1	23%
COc1cccc(CNCc2c(C(=O)O)c(C)n(Cc3cc(C)ccc3C)c2C)c1OC	-4%
CC#CCn1cc2c3c(cccc31)[C@H](CC(C)C)N[C@H](C(=O)N1CCN(CCOC)CC1)C2	28µM*
CCc1ccc(NC(=O)C(=O)NCC(c2ccc3c(c2)OCO3)N2CCOCC2)cc1 (stereo not drawn)	-21%&-11%
Cc1cccc(NC(=O)Cc2ccc(-n3c(C)nc4cccnc43)cc2)c1C	-13%
Cc1ccc(NC(=O)N2C[C@@H](F)C[C@H]2C(=O)N2CCc3ccccc3C2)cc1F	-5%
N#CC1=C(N)OC2=C(C(=O)CCC2)C1c1ccccc1OC(=O)N1CCOCC1 (stereo not drawn)	1%
O=C(CCn1nc(-c2ccc(Cl)cc2)c2ccccc2c1=O)Nc1ccc(OC(F)(F)F)cc1	-33%
COc1ccc(C(=O)/C=C/c2ccc(F)c(F)c2)cc1CSCC(=O)O	11%
CC1Oc2ccc(NC(=O)c3c(F)cccc3F)cc2CN(CCc2ccc(F)cc2)C1=O (stereo not drawn)	?
CCC(=O)Nc1ccc(O)c(-c2nc3cc(CC)ccc3o2)c1	5%

Other structures
SMILES	KDM5B inhibitor
COc1cccc(NC(=O)Nc2ccc3c(c2)N(C)C(=O)c2ccccc2S3)c1	0%
OC(CN1CCOCC1)Cn1cnc2ccccc21 (stereo not drawn)	28%
O=C(CC1CCCC1)N1CCCCCC1c1nc(-c2cccnc2)no1 (stereo not drawn)	-11%
CCCN1C(=O)C(Cc2nc3ccccc3c(=O)n2-c2ccc(OC)cc2)c2cc(C)ccc21 (stereo not drawn)	-4%
CCOC(=O)c1sc(NC(=O)c2nc3ncccn3n2)c(C(=O)OC)c1C	-10%
Cc1ccc(-c2nc(C(=O)NCc3ccc(F)cc3F)no2)cc1	12%
Cc1ccc(CNC(=O)CCCc2nnc3n(C)c(=O)c4sccc4n23)cc1	4%
CCOC(=O)c1ccc(NC(=O)c2c(NCc3sccc3C)sc3c2CCC(C)C3)cc1 (stereo not drawn)	?
COC(CN(C)C(=O)c1cc(Nc2ccc(C)c(C)c2)nc2ccccc12)OC	-5%
CCc1nc2sc3c(=O)[nH]cnc3c2c2c1CSC(C)(C)C2	?
COc1nc(-c2ccc(C)cc2)ccc1-c1noc(-c2ccccc2Br)n1	0%
CC(C)Nc1nc2nonc2nc1Nc1ccccc1	13%
CC1=C(C(=O)Nc2ccccc2)C(c2ccc(C)cc2)n2ncc(C(=O)Nc3ccccc3)c2N1 (stereo not drawn)	33%[activator]
O=C(c1n[nH]c2ccccc12)N1CC(c2nc(CCOCC3CC3)no2)C1	2%
COc1ccc(-c2noc(CSc3nc(N)cc(=O)[nH]3)n2)cc1OC	?
CCn1cc(C(=O)NCCc2ccc(OC)c(OC)c2)c(=O)c2cc(S(=O)(=O)N3CCC(C)CC3)ccc21	?
CC(C)(C)c1cc(C(=O)N/N=C/c2ccc([N+](=O)[O-])s2)n[nH]1	16%
COc1ccc(/C=C/C(=O)C2CC2)cc1COc1cccc(C)c1C	-7%
O=C(Nc1c2c(nn1-c1ccc(Cl)cc1)CS(=O)(=O)C2)c1ccccc1F	-12%
CN(C(=O)CSc1nc(O)cc(=O)n1-c1ccccc1F)c1ccccc1	7%
O=C(c1ccccc1Cl)N1CCCC2(C1)NC(=O)N(Cc1ccccc1)C2=O (stereo not drawn)	1%
COc1ccccc1CNC(=O)C1CCCN(S(=O)(=O)c2ccc3c(c2)CCCN3C(C)=O)C1 (stereo not drawn)	1%
O=C1[C@@H]2Cc3c([nH]c4ccccc34)C(c3ccccc3)N2C(=O)CN1C1CCN(Cc2ccccc2)CC1 (stereo partly drawn)	-6%
Cc1ccc(C(=O)N2CCC3(CC2)CCN(CCc2ccccc2)c2ccccc2O3)cc1	?
CO[C@@H]1CO[C@H]2[C@@H]1OC[C@@H]2NC(=S)Nc1ccc(Cl)cc1	?
COc1ccc(CNC(=O)[C@H]2O[C@H](CCN(C)CCc3ccccc3)CC[C@@H]2O)cc1	-7%[86.2 µM]
CC(CNC(=O)c1ccc(C#N)cc1)N1CCCC1 (stereo not drawn)	5%
Cc1nc(CN2C(=O)OC3(CCN(C(=O)Cc4ccccc4)CC3)C2(C)c2ccccc2)cs1 (stereo not drawn)	0%
Cn1ccnc1CNCC1(COc2ccc(C(F)(F)F)cn2)C[C@@H](O)[C@@H](O)C1 (stereo partly drawn)	-25%
Nc1nccnc1C(=O)Nc1cccc(C#Cc2cccs2)c1	?
CCCCc1ccc(S(=O)(=O)Nc2ccc(C)c(NS(C)(=O)=O)c2)cc1	-7%
Nc1c(C(=O)Nc2c(Cl)cccc2Cl)sc2nc(-c3cccnc3)ccc12	-1%
O=C(Cc1n[nH]c(=O)c2ccccc12)NCCOc1cccc(Cl)c1	14%
CCSC1=NC2(CCN(C(=O)NC3CCCCC3)CC2)N=C1c1ccc(C)cc1	17%
COc1cccc2cc(C(=O)NCCc3c(C)[nH]c4ccc(Br)cc34)c(=O)oc12	?
O=C(Cc1c[nH]c2ncc(-c3ccccc3)cc12)NC1CCOCC1	28µM*
O=C(Nc1ccccc1F)c1nc(SCc2ccccc2F)ncc1Cl	0%
Cc1ccc(C(=O)Nc2c(C)ccc3nsnc23)c(Cl)c1	-27%
O=C(c1ccncc1)N1CCC2(CC1)N=C(c1ccccc1)NO2	-26%
COC(=O)NCc1ccc(OC)c(OC)c1	24%
CCOc1ccc(CNC(=O)CCC(=O)N2CC(C)Sc3ccccc32)cc1 (stereo not drawn)	-29%
COc1ccc2c(c1)OCC(CNC(=O)c1cnn3ccccc13)C2 (stereo not drawn)	25µM*
O=C(Nc1oc2ccccc2c(=O)c1-c1ccc(Cl)cc1)c1cccs1	25%
COc1ncc(CN2CCc3ncc(C(=O)Nc4ccccc4)n3CC2)cn1	12%[86.2 µM]
O=C(CSc1nc2ccccc2c(=O)n1CCc1cccs1)N1CCCCC1	11%
COCc1cc(C)nc2c1C(=O)NC(c1ccc(F)cc1)N2Cc1ccccc1 (stereo not drawn)	?
CCOC(=O)c1ccc(-c2ccc(/C=C(/C#N)C(=O)N3CCOCC3)o2)cc1	14%
O=C(O)CSc1cc(Cl)ccc1Cl	10%
O=S(=O)(c1cccs1)N1CCC(n2cnnc2-c2ccccc2)CC1	19%
Cc1ccc(/C=N/Nc2ccc(Cl)c(Cl)c2)c(C)c1	?
O=S(=O)(c1ccccc1)c1nc(-c2cccs2)oc1SCc1ccccc1Cl	-20%
CCc1ccccc1N(C)C(=O)c1sc2nc3n(c(=O)c2c1C)CCCCC3	7%
O=C(Cc1ccc(F)cc1)N1CCC(c2n[nH]c(=O)n2-c2ccccc2)CC1	6%
O=C(Nc1ccc(N2CCOCC2)cc1)c1ccc2c(c1)S(=O)(=O)c1ccccc1C2=O	29%
CC(Nc1nccc(C(F)(F)F)n1)c1cccc([N+](=O)[O-])c1 (stereo not drawn)	?
CCc1ccc2nc(C)cc(C(=O)OCC(=O)c3cccc([N+](=O)[O-])c3)c2c1	-21%
O=C(CCS(=O)(=O)c1ccccc1)N(Cc1cccnc1)c1nc2c(Cl)cccc2s1	-20%
Cc1ccc(-c2nnc(SCc3ccccc3)o2)cc1	?

Not all compounds are listed; count on the stated rates, not on these rows.
